# Bioassay records from PubChem BioAssay.
# D3 antag – blocks the human D3 dopamine receptor; D3R cells, DiscoveRx beta-arrestin luminescence, antagonist mode; active compounds read low; P35462; max response, negative = inhibition, %; AID 652054; 2.5% of 360,000 active; in the data active = max response below about -50%; inconclusive = no clear call, values can overlap the other calls; also: % is scaled to controls: 0 for no effect and ±100 for the full control effect; mostly tested at two doses, the higher about 12 µM
# Target sequence (P35462 whole entry, looked up): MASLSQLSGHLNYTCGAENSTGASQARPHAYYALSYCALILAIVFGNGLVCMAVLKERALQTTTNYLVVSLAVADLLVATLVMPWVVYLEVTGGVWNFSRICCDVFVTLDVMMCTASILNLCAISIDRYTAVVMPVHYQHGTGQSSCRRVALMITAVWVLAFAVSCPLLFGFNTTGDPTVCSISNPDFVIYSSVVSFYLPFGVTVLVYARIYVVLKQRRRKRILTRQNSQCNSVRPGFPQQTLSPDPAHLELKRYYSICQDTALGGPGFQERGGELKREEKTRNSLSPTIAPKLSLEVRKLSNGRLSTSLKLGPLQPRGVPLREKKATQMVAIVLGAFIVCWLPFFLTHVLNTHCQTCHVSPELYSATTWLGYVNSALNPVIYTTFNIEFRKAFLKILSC
#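 Cells expressing the human receptor were seeded at 1500 cells/well, incubated overnight at 37 degrees C in 5% CO2, then exposed to library compounds with dopamine controls for 90 minutes at 37 degrees C before luminescent detection.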
# HT1080-NT tox – kills 2HG-producing HT-1080-NT fibrosarcoma cells. 1.6% of 360,000 active. AID 686970. HT-1080-NT fibrosarcoma viability, CellTiter-Glo ATP luminescence, 48 h. Potency, µM (doses to about 46.1 µM), for the others: at the highest dose activity, negative = less viability, usual class: cytotoxic;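 also: NT is the 2HG producing partner of a matched IDH1 knockdown line; potency is read from the fitted curve at half-maximal effect; 0% = DMSO-treated cells and -100% = media-only wells without cells; nearly all actives have a fitted effect of over 55% in size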
#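 Viability by CellTiter-Glo luminescence after 48 h compound exposure at 37C of HT-1080-NT cells (750/well, RPMI, 5% FBS). % activity scaled between DMSO wells and medium-only wells, then curve-fitted and categorized by curve class.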
# KB-V1 MDR tox – KB-V1 MDR subline cytotoxicity; 3.4% of 400,000 active; Potency, µM (series often up to 46.1 µM), without a hit: at the highest dose activity change, negative = cytotoxicity, hits mostly cytotoxic; AID 1347076; KB-V1 MDR cells viability, CellTiter-Glo, 72 h; also: potency is read from the fitted curve at half-maximal effect; % is scaled to controls: 0 for no effect and ±100 for the full control effect; nearly all actives have a fitted effect of over 60% in size
#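 Potencies derive from concentration-effect curves fitted to normalized luminescence (CellTiter-Glo) of KB-V1 cells treated for 72 h at 37 degrees C in phenol-red-free DMEM containing 10% FBS.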
# SW480 rereplic – DNA re-replication induction in SW480 cells; Potency, µM (series often up to 46.1 µM), without a hit: at the highest dose re-replication activation, hits mostly activators; 1.8% of 340,000 active; AID 624297; SW480 DNA re-replication, Hoechst DNA content imaging, 48 h; also: potency is read from the fitted curve at half-maximal effect; % of control where 0% means no effect; nearly all actives have a fitted effect of over 55% in size
#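 SW480 cells exposed to compounds for 48 hr at 37 C, 5% CO2, then Hoechst-stained 40 min. Nuclear DNA content imaged by fluorescence scanning (405 nm excitation, 500-530 nm emission); re-replication scored as increased high-intensity nuclei.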
# DRD3 agonist – activates the human D3 dopamine receptor. max activation, %. D3R DiscoveRx beta-arrestin cells, luminescence, 90 min. AID 652048. 0.58% of 410,000 active; in the data active = max activation above about 30%; also: 0% is about no effect; mostly tested at two doses, the higher about 12 µM
#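 Agonist mode: compounds and dopamine controls were applied to plated cells for 90 min at 37 degrees C after an overnight attachment at 1500 cells/well. Luminescent read-out followed 30 - 60 minutes at room temperature with DiscoveRx detection reagent.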
# IL-1B inflam inh – inflammasome signaling inhibition, IL-1 beta readout; THP-1 LPS/ATP IL-1B secretion, AlphaLISA, 16 h; active compounds read low; activity change, % at 57.5 µM; 4.7% of 360,000 active; AID 743279; in the data active = activity change below about -50%; inconclusive = mostly about -30% to -49%; also: % is scaled to controls: 0 for no effect and ±100 for the full control effect
#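 Secreted IL-1B measured by AlphaLISA bead assay after 16 h compound exposure of THP-1 cells; compounds (final up to 57.5 uM) added 1 h before LPS (250 ng/mL) and ATP (1.25 mM) stimulation; lower signal means less secretion.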
# HT1080 IDH1KD tx – kills HT-1080 cells with IDH1 knockdown; HT-1080 IDH1 knockdown viability, ATP luminescence, 48 h; Potency, µM (highest dose often 46.1 µM), inactives show at the top dose activity, negative = toxicity, usual class: cytotoxic; 2% of 360,000 active;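 also: potency is read from the fitted curve at half-maximal effect; 0% = DMSO wells and -100% = cell-free medium wells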
#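 Cytotoxicity counter-line: IDH1KD HT-1080, 48 h, CellTiter-Glo. Curves classed by r2, magnitude and activity.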
# KB-3-1 tox – KB-3-1 parental cell cytotoxicity; KB-3-1 viability, CellTiter-Glo ATP luminescence, 72 h; Potency, µM (highest dose often 46.1 µM), for the others: at the top dose activity change, negative = cytotoxic, actives largely listed as cytotoxic; 1.4% of 400,000 active; AID 1347075; also: potency is read from the fitted curve at half-maximal effect; % is scaled to controls: 0 for no effect and ±100 for the full control effect; nearly all actives have a fitted effect of over 60% in size
#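 Screening of KB-3-1 cells (DMEM, 10% FBS, phenol-red free) ran from lowest to highest compound concentration; after 72 h at 37 °C viability was read luminescently and curves fitted.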
# GLP1R ag – activates the human GLP-1 receptor; P43220; HEK293 GLP-1R CRE-luciferase, luminescence, 4-6 h; cells express a hypersensitive GLP-1R form; Potency, µM (series often up to 45.6 µM), for the others: at the highest dose activation, hits mostly activators; 0.007% of 380,000 active; AID 624172; also: potency is read from the fitted curve at half-maximal effect; % of control where 0% means no effect
# Target sequence (P43220 whole entry, looked up): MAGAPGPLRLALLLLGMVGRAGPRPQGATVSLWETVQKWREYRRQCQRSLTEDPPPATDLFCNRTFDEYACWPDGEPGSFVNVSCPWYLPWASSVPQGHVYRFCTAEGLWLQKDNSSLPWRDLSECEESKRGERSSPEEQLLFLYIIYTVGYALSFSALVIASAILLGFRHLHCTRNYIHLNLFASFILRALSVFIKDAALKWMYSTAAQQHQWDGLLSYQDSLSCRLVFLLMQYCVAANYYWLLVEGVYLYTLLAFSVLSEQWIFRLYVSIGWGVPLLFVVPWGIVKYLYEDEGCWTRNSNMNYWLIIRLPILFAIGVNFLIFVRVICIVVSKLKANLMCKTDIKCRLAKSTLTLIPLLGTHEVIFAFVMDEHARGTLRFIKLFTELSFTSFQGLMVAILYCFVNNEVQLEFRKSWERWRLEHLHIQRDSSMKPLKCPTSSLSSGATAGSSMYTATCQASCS
# * hit, by the source's call; ? = inconclusive; / = not tested or not shown; [ ] = dose if it differs, or a comment. Unless noted, calls follow the shape of the dose curve; as a rule, active = well fitted curve in the direction sought with a large enough effect; inconclusive = small, poorly fitted or top-dose-only effect, or another doubt; inactive = no such curve, though single readings can be large; an effect the other way counts as inactive or inconclusive.
SMILES,D3 antag,HT1080-NT tox,KB-V1 MDR tox,SW480 rereplic,DRD3 agonist,IL-1B inflam inh,HT1080 IDH1KD tx,KB-3-1 tox,GLP1R ag
C=CCN1C(=O)c2ccc(C(=O)Nc3ccccn3)cc2C1=O,4,5%,0%,?,7,-9,0%,-1%,0%
CC1(C)Cc2c(sc3ncn4c(=S)[nH]nc4c23)CO1,-16,19%,-3%,-1%,0,7,3%,2%,-1%
COc1ccc(S(=O)(=O)N/N=C\c2ccccc2F)cc1,-23,1%,33%,-6%,1,9,3%,9%,-6%
CCc1cccc2c(N=O)c(O)[nH]c12,-8,0%,16µM*,-5%,2,-64*,-18%,?,12%
CCN(CC)CCNC(=O)c1cc2c(=O)n(CC)c3ccccc3c2s1,1,-20%,-9%,10%,-11,-56*,-15%,-21%,12%
Clc1ccc(/C=N/Nc2ncnc3ccccc23)cc1Cl,8,-2%,?,-6%,4,-8,-18%,?,-3%
COc1ccc(O)c(C(=O)/C=C/c2cc3ccccc3o2)c1,-62*,1%,1%,?,-2,-99*,6%,8%,-6%
CCc1ccccc1NNC(=O)c1snnc1C,7,12µM*,-22%,12µM*,9,/,?,17%,11%
Cc1c(C#N)c(O)[nH]c(=O)c1N=Nc1ccc(Br)cc1C(=O)O,9,14%,25%,6%,-1,9,15%,1%,1%
CCc1c(C)nc(N2CCN(Cc3ccc4c(c3)OCO4)CC2)[nH]c1=O,-8,-2%,-14%,-12%,-3,24,0%,-4%,-1%
Clc1ccc(OCc2nc(-c3ccncc3)no2)c(Br)c1,-12,-3%,-22%,1%,-2,-15,-5%,-12%,20%
O=C(N[C@@H](Cc1ccccc1)C(=O)NC1CCCCCC1)c1ccco1,26,-20%,5.2µM*,1%,-14,-6,-21%,?,4%
O=C(N/N=C/c1cccs1)C(=O)Nc1cccc(Cl)c1,9,16%,14%,-4%,1,7,-8%,2%,0%
O=C(CSc1nnc2c(n1)[nH]c1ccccc12)Nc1ccc2c(c1)OCO2,?,-9%[9.24 µM],-1%,4%,-46,0,?,-27%,-1%
CC1(c2ccc3c(c2)OCO3)NC(=O)N(CC(=O)NCCC2=CCCCC2)C1=O (stereo not drawn),27,2%,-25%,-2%,3,11,1%,3%,-1%
S=C(Nc1cccc(Cl)c1)Nc1cccc2cnccc12,-17,-8%,23µM*,-1%,-10,?,-13%,18µM*,-5%
COc1ccc(CC(=O)NCC2CCCN(Cc3ccc(SC)cc3)C2)cc1 (stereo not drawn),-8,7%,6%,0%,-19,0,2%,-2%,-2%
Cc1nonc1CN(C)C(=O)c1cc(COc2ccc(F)cc2Cl)on1,-28,-3%,?,13%,-9,?,-7%,0%,0%
O=C(CCNC(=O)Cn1cnc2ccccc2c1=O)NCC1CCCO1 (stereo not drawn),-1,?,5%,-5%,4,10,15%,-8%,-9%
COc1ccccc1NC(=O)Nc1ccc(Cl)c(S(=O)(=O)Nc2ccccc2OC)c1,8,-1%,4%,-3%,-6,1,-5%,4%,1%
O=C(c1ccc(S(=O)(=O)Nc2ccccc2)cc1)N1CCC1,7,5%,0%,15µM*,-7,-8,5%,-3%,6%
CC1=C(C(=O)NC(C)CCc2ccccc2)C2(CCC(C)CC2)OC1=O (stereo not drawn),10,0%,-8%,4%,1,0,-2%,3%,13%
CCOc1ccc(N(CC(=O)NC2CCCCCC2)S(=O)(=O)c2c(C)[nH]c(=O)[nH]c2=O)cc1,3,-1%,0%,1%,2,22,-6%,14%,0%
c1ccc(Cn2nnnc2CN2CCOCC2)cc1,6,1%,5%,-7%,2,1,-1%,-4%,8%
Cc1cccc(-n2c(O)c(C=Nc3ccccc3-c3n[nH]c(=S)[nH]c3=O)c3ccccc3c2=O)n1,39,-8%,12%,?,-14,35,4%,-8%,-2%
O=C(CSc1n[nH]c(=O)n1-c1ccccc1)Nc1ccccc1C(F)(F)F,-2,1%,-7%,-13%,2,14,1%,-5%,3%
CCc1ccc(C(=O)CCC2CCCCC2=O)cc1 (stereo not drawn),-17,-1%,-14%,/,-10,-4,-2%,6%,14%
CCc1nc2ccc(C(=O)NC(C)(C)C)cn2c1N(CC)Cc1cccc(Br)c1,4,?,21µM*,/,-10,-58*,?,?,-3%
CN1CC2([N+](=O)[O-])CC=C(OCCO)C([N+](=O)[O-])(C1)C2 (stereo not drawn),1,19%,28%,1%,1,14,6%,2%,3%
COc1cc(CC(=O)Nc2cccc(C(F)(F)F)c2)cc(OC)c1OC,20,-5%,?,-2%,7,21,-12%,?,0%

# Another view of part of the listing above.
> CCc1cccc2c(N=O)c(O)[nH]c12
- D3 antag: -8
- HT1080-NT tox: 0%
- KB-V1 MDR tox: 16µM*
- SW480 rereplic: -5%
- DRD3 agonist: 2
- IL-1B inflam inh: -64*
- HT1080 IDH1KD tx: -18%
- KB-3-1 tox: ?
- GLP1R ag: 12%
> CCN(CC)CCNC(=O)c1cc2c(=O)n(CC)c3ccccc3c2s1
- D3 antag: 1
- HT1080-NT tox: -20%
- KB-V1 MDR tox: -9%
- SW480 rereplic: 10%
- DRD3 agonist: -11
- IL-1B inflam inh: -56*
- HT1080 IDH1KD tx: -15%
- KB-3-1 tox: -21%
- GLP1R ag: 12%
> Clc1ccc(/C=N/Nc2ncnc3ccccc23)cc1Cl
- D3 antag: 8
- HT1080-NT tox: -2%
- KB-V1 MDR tox: ?
- SW480 rereplic: -6%
- DRD3 agonist: 4
- IL-1B inflam inh: -8
- HT1080 IDH1KD tx: -18%
- KB-3-1 tox: ?
- GLP1R ag: -3%
> COc1ccc(O)c(C(=O)/C=C/c2cc3ccccc3o2)c1
- D3 antag: -62*
- HT1080-NT tox: 1%
- KB-V1 MDR tox: 1%
- SW480 rereplic: ?
- DRD3 agonist: -2
- IL-1B inflam inh: -99*
- HT1080 IDH1KD tx: 6%
- KB-3-1 tox: 8%
- GLP1R ag: -6%

# In a second layout: entries from further up.
canonical_smiles	D3 antag	HT1080-NT tox	KB-V1 MDR tox	SW480 rereplic	DRD3 agonist	IL-1B inflam inh	HT1080 IDH1KD tx	KB-3-1 tox	GLP1R ag
Cc1cccc(-n2c(O)c(C=Nc3ccccc3-c3n[nH]c(=S)[nH]c3=O)c3ccccc3c2=O)n1	39	-8%	12%	?	-14	35	4%	-8%	-2%
O=C(CSc1n[nH]c(=O)n1-c1ccccc1)Nc1ccccc1C(F)(F)F	-2	1%	-7%	-13%	2	14	1%	-5%	3%
CCc1ccc(C(=O)CCC2CCCCC2=O)cc1 (stereo not drawn)	-17	-1%	-14%	/	-10	-4	-2%	6%	14%
CCc1nc2ccc(C(=O)NC(C)(C)C)cn2c1N(CC)Cc1cccc(Br)c1	4	?	21µM*	/	-10	-58*	?	?	-3%

# Next part:
SMILES,D3 antag,HT1080-NT tox,KB-V1 MDR tox,SW480 rereplic,DRD3 agonist,IL-1B inflam inh,HT1080 IDH1KD tx,KB-3-1 tox,GLP1R ag
Cn1c(=O)c2c(nc(CN3CCc4ccccc4C3)n2Cc2cccc(Cl)c2)n(C)c1=O,-1,-13%,0%,3%,-4,-5,-28%,?,1%
CCOC(=O)C1CCN(C(=O)c2ccccc2NS(=O)(=O)c2ccc(F)cc2)CC1,4,13%,10%,0%,2,-7,15%,5%,-3%
O=C(NCCO)c1ccc2c3n(nc2c1)-c1ccc(Cl)cc1CO3,26,0%,25%,-18%[9.22 µM],12,-21,5%,-3%,9%
Cc1nnc(SCC(=O)Nc2ccc3c4c(cccc24)CC3)n1C,-2,11%,1%,0%[9.22 µM],5,0,5%,1%,2%
CCCc1ccc2c(N)c(C#N)sc2n1,10,7%,?,-1%,-3,2,19%,10%,15%
Cc1cc2c(cc1C)N1C(=O)c3cc4ccccc4cc3NC(=O)C1C(=O)N2 (stereo not drawn),0,-20%,18%,/,7,0,1%,0%,-2%
CCOC(=O)C1(C)CCCN(C(=O)c2ccc3snnc3c2)C1 (stereo not drawn),15,3%,3%,/,3,15,0%,0%,16%
COc1cccc(/C=N/NC(=O)c2ccc3nc[nH]c3c2)c1,25,2%,6%,-12%,4,-3,16%,-1%,0%
Cc1ccc2c(c1)N(CC(=O)NCCc1c[nH]c3ccccc13)C(=O)CO2,-29,5%,-23%,-3%,-5,0,?,0%,2%
Cn1c(SCC(=O)C(C)(C)C)nnc1-c1ccncc1,-21,16%,6%,3%,8,-4,5%,-3%,-4%
O=C1Nc2ccc(Br)cc2C1(O)Cc1ccccn1 (stereo not drawn),10,3%,5%,-1%,13,3,0%,5%,2%
Cc1nn(Cc2c(Cl)cccc2Cl)c(C)c1NC(=O)c1cc(C(C)C)on1,10,?,?,8%,-4,21,23µM*,?,3%
O=C(O)c1cccc(NC(=O)C2C3C=CC(C3)C2C(=O)O)c1 (stereo not drawn),15,15%,0%,-6%,0,9,13%,1%,-8%
COc1ccc(S(=O)(=O)N2CCCCCC2)cc1C(=O)N(C)Cc1cccc(OC)c1OC,16,4%,?,10%,4,-9,8%,-4%,15%
Cc1ccc(C)c(S(=O)(=O)N2CCC(c3nc4c(nnn4Cc4ccc(F)cc4)c(=O)[nH]3)CC2)c1,-11,-22%,20%,-6%,4,28,-19%,?,4%
CC(=O)NC1(C(F)(F)F)C(=O)N(Cc2ccccc2)C2=C1C(=O)CC(C)(C)C2 (stereo not drawn),-8,1%,4%,-14%,-1,23,2%,4%,-1%
C/C(=N\NC(=S)Nc1ccc(C(C)C)cc1)c1ccc2c(c1)OCO2,-13,-23%,?,-1%,14,-17,-27%,-7%,-14%
CSCCC(NS(=O)(=O)c1ccc2c(c1)oc(=O)n2C)C(=O)NCc1ccc(C)cc1 (stereo not drawn),-14,-4%,0%,10%,-4,-11,-8%,0%,7%
